Compound activity (PubChem)
CXCR6 inh: inhibitors of human CXCR6 receptor. O00574. inhibition, % at 20 µM. CHO-K1 PathHunter CXCR6 beta-arrestin, luminescence. actives 0.36% (n = 360,000). AID 602244; in the data active means inhibition above about 34%, passing the limit was not always enough;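 further: antagonist mode with CXCL16 agonist at 10 nM final; 0% = 10 nM CXCL16 with DMSO and 100% = unstimulated wells without agonist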
Target sequence (O00574 whole entry, looked up): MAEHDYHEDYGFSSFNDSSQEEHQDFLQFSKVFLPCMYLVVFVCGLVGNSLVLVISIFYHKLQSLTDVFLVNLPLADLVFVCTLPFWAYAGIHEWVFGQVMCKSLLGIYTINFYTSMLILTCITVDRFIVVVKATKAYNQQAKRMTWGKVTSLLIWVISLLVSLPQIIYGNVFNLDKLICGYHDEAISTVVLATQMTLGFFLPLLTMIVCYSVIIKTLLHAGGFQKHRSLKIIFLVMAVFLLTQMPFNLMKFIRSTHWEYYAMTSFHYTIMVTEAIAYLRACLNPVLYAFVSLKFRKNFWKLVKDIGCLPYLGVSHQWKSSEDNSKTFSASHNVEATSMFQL
APJ agonist: agonists of human APJ apelin receptor. P35414. CHO-K1 APJ PathHunter beta-arrestin, luminescence; 0% DMSO wells, 100% apelin. activation, % at 20 µM. actives 0.11% (n = 330,000). AID 2520;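 active means activation more than six SD over the plate average, tested at 20 µM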;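 further: 0% = DMSO alone and 100% = apelin-13 at 10 nM; some results filed as inactive read as strong as hits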
Target sequence (P35414 whole entry, looked up): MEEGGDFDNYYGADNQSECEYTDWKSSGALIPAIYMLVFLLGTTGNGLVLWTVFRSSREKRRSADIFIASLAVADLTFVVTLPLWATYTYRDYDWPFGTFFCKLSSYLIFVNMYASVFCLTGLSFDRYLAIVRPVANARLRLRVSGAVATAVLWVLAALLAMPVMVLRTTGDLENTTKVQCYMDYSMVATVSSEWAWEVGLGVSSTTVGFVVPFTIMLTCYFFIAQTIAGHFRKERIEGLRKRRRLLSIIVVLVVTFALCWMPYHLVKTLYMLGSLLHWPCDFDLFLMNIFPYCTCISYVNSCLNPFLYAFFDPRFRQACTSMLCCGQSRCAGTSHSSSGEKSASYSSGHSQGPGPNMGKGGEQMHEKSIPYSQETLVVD
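Assay system: CHO-K1 APJ beta-arrestin complementation cell line / Compound: single test compound dose, 20 µM final, 1% DMSO / Times: overnight seeding, 90 min compound at 25 °C, 1 h detection / Technique: beta-gal luminescence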
Mdm2-MdmX inh: inhibitors of human Mdm2/MdmX interaction; SaOS-2 split-luciferase Mdm2/MdmX complementation, luminescence; inhibition, % at 8 µM; actives 3% (n = 330,000);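 active means inhibition of at least 50% at 8 µM in the primary screen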
XBP1 UPR activ: adaptive UPR (XBP1) activation; CHO-XBP1 luciferase reporter, IRE1-XBP1 UPR activation, luminescence; percent of tunicamycin response, DMSO as zero; AID 463104; actives 0.33% (n = 330,000); activation, % at 20 µM;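 active means versus positive control, 20 µM dose yields 30% or more activation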;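 further: 100% = tunicamycin at 10 µg/mL and 0% = DMSO only wells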
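Test system: CHO-XBP1 luciferase reporter cells | Buffer or medium: Serum-containing F12 medium, 10% FBS | Schedule: 6 h compound exposure at 37 °C, 5% CO2 | Detection: Steady-Glo luciferase glow luminescence, 10 min after reagent addition | Read-out basis: Activation, % of tunicamycin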
TIM10 inh: inhibits growth of TIM10 yeast strain; actives 1.4% (n = 330,000); inhibition, % at 10 µM; S. cerevisiae TIM10 strain growth, BacTiter-Glo luminescence, 24 h;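 active means inhibition of 40% or more at the single tested concentration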;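 further: wild-type TIM10 isogenic control strain grown at permissive 25 °C; 0% = DMSO yeast wells and 100% = minimal medium wells without yeast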
APJ antag: antagonists of human APJ apelin receptor; P35414; CHO-K1 APJ beta-arrestin complementation, luminescence; inhibition, % at 20 µM; actives 0.32% (n = 330,000); AID 2521;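 active means inhibition above about 40% at 20 µM, limit read from the data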;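 further: cells challenged with 10 nM apelin-13 agonist together with compound; plate controls were apelin-13 plus DMSO wells for no effect and DMSO wells lacking apelin-13 for full effect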
tim10-1 inh: tim10-1 yeast growth inhibition. S. cerevisiae tim10-1 ts strain growth, BacTiter-Glo, 24 h. inhibition, % at 20 µM. actives 2.2% (n = 330,000);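 active means inhibition of at least 40%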;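 further: mutant grown at 25 °C; 0% = DMSO wells with yeast and 100% = wells holding no yeast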
tim23-1 inh: tim23-1 yeast growth inhibition; S. cerevisiae tim23-1 growth, BacTiter-Glo luminescence, 24 h; inhibition, % at 20 µM; actives 1.3% (n = 330,000); AID 463212;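 active means growth inhibition of the mutant yeast at or above 50%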;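 further: temperature-sensitive mutant grown at 25 °C; plate controls were DMSO-treated mutant yeast for no effect and medium wells lacking yeast for full effect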
UPR CHOP act: activators of apoptotic arm of unfolded protein response (CHOP) | actives 0.34% (n = 330,000) | activation, % at 10 µM | AID 449763 | CHO-CHOP luciferase reporter, UPR activation, luminescence; percent of tunicamycin response over DMSO baseline;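 active means at 10 µM dose, activation of 40% or more, normalized to positive control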;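 further: 100% = tunicamycin at 10 µg/mL and 0% = DMSO alone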
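measured by = luciferase luminescence | assay system = CHO-CHOP cells, stable luciferase reporter of PERK-eIF2a-CHOP signalling | amount = 500 reporter cells seeded per well | timing = 6 h compound exposure at 37 °C after overnight seeding | controls = positive tunicamycin 10 µg/mL, negative DMSO alone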
* hit, by the source's call; · = not tested or not shown. Not all compounds are listed; count on the stated rates, not on these rows.

SMILES | CXCR6 inh | APJ agonist | Mdm2-MdmX inh | XBP1 UPR activ | TIM10 inh | APJ antag | tim10-1 inh | tim23-1 inh | UPR CHOP act
CC1CCCN(CCSc2ccc(Cl)cc2)C1 (stereo unspecified) | -1 | 6 | -12 | -2 | -4 | 20 | -11 | 12 | -0.6
CC1CCCC(NS(=O)(=O)c2ccc3c(c2)OCCO3)C1C (stereo unspecified) | 4 | -6 | 3 | -1 | 34 | -1 | 57* | 52* | -0.5
CCOc1ccccc1NC(=O)C1CCN(c2nc(-c3ccc(OC)cc3)no2)CC1 | -4 | -4 | 41 | -2 | -7 | 6 | 10 | 12 | -2.5
COCCCNC(=S)NNC(=O)c1ccc2c(c1)OCO2 | 5 | -2 | 5 | 2 | -3 | -21 | 10 | 14 | 2.7
O=C(O)CN=C1NC2(CCCC2)Cc2ccccc21 | 5 | -3 | -7 | -2 | 11 | -3 | 9 | -21 | -0.5
Cc1cccc2cn[nH]c12 | 0 | -2 | -7 | -7 | -2 | -13 | 0 | 1 | -0.3
C/C(=N\OCc1ccc(C#N)cc1)c1cc2ccccc2o1 | -8 | -3 | 5 | 1 | -3 | -15 | 13 | 6 | 1.6
O=C(c1ccc([N+](=O)[O-])cc1[N+](=O)[O-])N1CCN(C(=O)C2CCCO2)CC1 (stereo unspecified) | -20 | 3 | 0 | -1 | 5 | -13 | -19 | -15 | -1.0
CCn1ncc(Br)c1C(=O)Nc1ccc(C(C)C)cc1 | 8 | -3 | -21 | 0 | -20 | 2 | 9 | 14 | 6.9
O=S(=O)(c1ccccc1)c1nc(-c2ccco2)oc1NCCCn1ccnc1 | -2 | 1 | 1 | -2 | -11 | 9 | -7 | -1 | -0.2
CCOc1cccc(OCCNC2CCCC2)c1 | 0 | 0 | -1 | -4 | -2 | 5 | 5 | 7 | 0.0
COc1cc(SC)ccc1C(=O)NNC(=O)c1cc(C)oc1C | -5 | 10 | -62 | -4 | 23 | 12 | 53* | 44 | -2.5
COc1ccc(S(=O)(=O)Nc2cccc3c2O[C@H](CN(C)C(=O)Nc2ccccc2)[C@@H](C)CN([C@H](C)CO)C3=O)cc1 | 2 | -3 | 34 | -1 | 6 | -3 | 4 | 13 | 3.8
CCCc1nc2ccccc2n1CCc1ccccc1 | 17 | -3 | 1 | -3 | 20 | 10 | 30 | 13 | -2.1
c1ccc(C2Nc3ccccc3-c3nc4ccccc4n32)cc1 (stereo unspecified) | 8 | 6 | 36 | 3 | 47* | 11 | 41* | 38 | 0.4
CCCNC(=O)Cn1nc(C)n2c(cc3cc(F)ccc32)c1=O | -6 | -1 | -26 | 1 | -8 | 11 | 16 | 15 | 0.7
COc1ccc(C2=NO[C@@H]3[C@@H]4C[C@@H]([C@H]5C(=O)N(C)C(=O)[C@@H]45)[C@H]23)c(OC)c1 | -3 | -4 | 24 | -2 | 6 | 5 | -10 | 9 | 1.1
CCOC(=O)CSCC(=O)Nc1nnc(-c2cccc([N+](=O)[O-])c2)s1 | 0 | 2 | 2 | 0 | -3 | 12 | 10 | 11 | 2.7
CN1CCN(S(=O)(=O)c2cccc(C(=O)NCCOc3ccccc3F)c2)CC1 | 1 | -3 | 10 | -2 | -20 | 9 | -14 | -23 | 1.2
CC(=O)NC1(NC(C)=O)CCN(C)CC1 | 1 | -3 | -2 | 1 | 12 | -1 | -1 | -3 | 2.3
CN(c1ccc([N+](=O)[O-])cc1C(N)=O)C1CCCCC1 | 4 | -2 | 10 | 4 | -8 | -14 | 2 | 7 | 0.7
CCC(NC(=O)Nc1cc(OC)c(OC)c(OC)c1)(C(F)(F)F)C(F)(F)F | 4 | 5 | 3 | 1 | -4 | 1 | 14 | 2 | -1.6
COc1ccc(C)cc1S(=O)(=O)N(CC(=O)Nc1cccc([N+](=O)[O-])c1)c1cc(C)cc(C)c1 | 8 | 0 | 9 | -5 | 14 | 16 | 17 | 8 | 3.4
CCCCc1nnc(SCC(=O)Nc2nccs2)n1C | -1 | 1 | -3 | -3 | 4 | -3 | 2 | 6 | 1.4
CCN(CC)C(=O)C1CC(=O)N(c2ccc(F)c(Cl)c2)C1 (stereo unspecified) | 3 | -3 | 1 | 1 | 12 | 1 | 13 | 7 | -2.3
(next part)
SMILES | CXCR6 inh | APJ agonist | Mdm2-MdmX inh | XBP1 UPR activ | TIM10 inh | APJ antag | tim10-1 inh | tim23-1 inh | UPR CHOP act
C#CCOCCOCCOCCNc1nc(N2CCN(C(=O)[C@H](CCC(=O)O)n3cc(C(N)CO)nn3)CC2)nc(N2CCN(C(=O)[C@H](CCC(=O)O)n3cc(C(N)CC(C)C)nn3)CC2)n1 (stereo partly specified) | · | -1 | 4 | 0 | -3 | 14 | 6 | 2 | -1.3
Cc1ccc(C(=O)N2CCN(Cc3ccc4c(c3)OCO4)CC2)o1 | -6 | 2 | -25 | -1 | -13 | -7 | 10 | 18 | -0.5
Cc1ccc(S(=O)(=O)Oc2ccc(/C=C3\N=C(c4cccc(C)c4)OC3=O)cc2)cc1 | -8 | 1 | 19 | -1 | 0 | 17 | -16 | 3 | 3.5
CN(C(=O)CSc1nnc(CN2CCCC2)n1Cc1ccccc1)c1ccccc1 | 2 | -5 | 6 | 0 | 16 | 15 | 20 | 1 | 1.2
O=C(CCC(=O)N1CCN(S(=O)(=O)c2cccc(F)c2)CC1)c1cccs1 | 5 | -1 | 5 | 2 | -7 | 3 | 8 | 13 | -1.0
CCOc1ccccc1NC(=O)C1CCN(C(=O)C2CC(=O)N(c3ccc(C)cc3)C2)CC1 (stereo unspecified) | -6 | 0 | 20 | -4 | 1 | 15 | 7 | 11 | 0.4
COc1ccc(NC(=O)C2CCCN(S(C)(=O)=O)C2)cc1Cl (stereo unspecified) | -10 | -2 | -1 | -1 | -3 | 9 | 10 | -3 | 0.0
CCOC(=O)C1=C(C)NC(=O)NC1c1ccc(OC(=O)c2ccco2)cc1 (stereo unspecified) | 13 | -1 | 21 | 4 | 4 | 0 | -7 | -28 | -2.0
COc1ccc(CNC(=O)c2ccc(Cl)c(S(=O)(=O)N3CCOCC3)c2)cc1OC | -15 | 0 | 20 | -6 | 9 | 22 | 9 | 4 | -3.0
CC(C)(C)NC(=O)C(c1ccc(F)cc1)N(Cc1ccco1)C(=O)Cn1nnc(-c2cccs2)n1 (stereo unspecified) | 5 | -10 | 18 | -1 | 17 | 17 | 19 | -8 | 0.8
Cc1cc(C)n(C(=O)c2ccc(C)c(S(=O)(=O)N3CCCCC3)c2)n1 | 8 | -5 | 1 | 0 | 20 | -10 | 26 | 34 | 0.0
CCOC(=O)C1=C(C)Nc2ccccc2N=C1NC(=O)C1CCN(C(=O)c2ccccc2C)CC1 | 0 | -3 | 17 | -4 | 5 | 0 | 9 | 10 | -0.1
CCCCCCCN1CCC(=O)N([C@H](CO)c2ccccc2)CC1 | -7 | 3 | 12 | -2 | -22 | -3 | -20 | -20 | -0.6
Cc1ccc(-n2ncc3c(NCC4CCCO4)ncnc32)c(C)c1 (stereo unspecified) | -8 | -4 | 15 | -1 | -1 | -15 | 0 | -2 | 0.5
CCc1cc2c(=O)oc(-c3ccc(F)cc3)nc2s1 | 13 | -2 | 8 | 3 | -1 | -8 | -14 | 31 | 2.1
O=C1c2ccccc2C(=O)N1CCCCN(C(=O)c1cc([N+](=O)[O-])ccc1Cl)c1ccc(Cl)cc1 | -2 | 3 | 17 | 4 | 20 | -21 | 20 | 18 | 7.3
COc1cccc(N(CC(=O)Nc2cccnc2)S(C)(=O)=O)c1 | 6 | -2 | 5 | -4 | 7 | 1 | -11 | -2 | -2.3
NNC(=O)/C(=C\c1ccco1)NC(=O)c1ccco1 | -3 | 5 | -7 | -3 | 2 | -18 | 11 | 9 | 0.1
CC1CC(C)CN(CCCNC(=O)Cn2ncc3c(=O)oc4ccccc4c32)C1 (stereo unspecified) | 4 | -2 | -27 | -1 | -7 | -2 | -11 | -13 | -0.6
CC1CCc2nn(CC(=O)N3CCN(C(=O)c4ccco4)CC3)cc2C1 (stereo unspecified) | 4 | -1 | 0 | -1 | -4 | 9 | -9 | 3 | -1.0
CCCCc1nnc(NC(=O)C(C)Sc2nc(N)cc(=O)[nH]2)s1 (stereo unspecified) | 0 | -1 | -35 | 0 | 3 | 6 | 6 | 18 | 1.6
O=C(O)CC(Cc1ccccc1)(C(=O)O)c1ccccc1 (stereo unspecified) | 8 | -4 | -4 | -6 | -4 | 6 | 2 | 10 | 2.1
C#CCN1N=C(c2ccc(C)cc2)CSC1=O | 4 | 1 | -15 | 1 | 2 | -17 | 0 | 6 | 1.4
O=C(O)CSc1nnc(CSc2nc3ccccc3s2)n1-c1ccccc1 | 6 | -3 | -8 | -1 | 2 | -2 | 4 | 27 | 0.2
